# GLS inh: inhibitors of human glutaminase (GLS) | actives 0.21% (n = 410,000) | O94925 | GLS enzymatic activity, qHTS titration | Potency, µM (top dose mostly 45.5 µM), for the others: top-dose activity change, negative = inhibition, hits mostly inhibitors | AID 624170; also: potency is read from the fitted curve at half-maximal effect; % is scaled to controls: 0 for no effect and ±100 for the full control effect
#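 Coupled fluorescence readout: glutamate oxidase/HRP/Amplex Red detect glutamate formed by hKGA from L-glutamine (1 mM solution added). Buffer 45 mM KH2PO4 pH 8.2, 0.02% Tween-20; reads at t0 and 30 min RT.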
# HP1b binding inh: inhibitors of HP1-beta chromodomain binding to methylated histone tails; AlphaScreen HP1-beta / biotin-H3K9me3 peptide binding; Potency, µM (top dose mostly 114 µM), for inactives: top-dose activity change, negative = inhibition, usual class: inhibitors; actives 0.56% (n = 390,000); also: potency is read from the fitted curve at half-maximal effect; nearly all actives have a fitted effect of over 70% in size; inactives centre near 23
#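 HP1-beta protein (50 nM final) preincubated 30 min at room temperature with biotinylated H3(1-18)K9me3 peptide (50 nM) in PBS pH 7.4, 0.01% Tween-20, then compound added for 30 min. AlphaScreen streptavidin donor/nickel chelate acceptor beads (10 ug/mL final), 30 min dark, luminescence read.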
# PGK inhibitor: T. brucei PGK inhibition; PGK/GAPDH coupled, Kinase-Glo luminescence, 60 min; Potency, µM (doses to about 57.5 µM), for inactives: at the highest dose activity change, negative = inhibition, actives largely listed as inhibitors; actives 0.043% (n = 380,000); also: potency is read from the fitted curve at half-maximal effect; % is scaled to controls: 0 for no effect and ±100 for the full control effect; nearly all actives have a fitted effect of over 60% in size
#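 Recombinant glycosomal PGK reaction used 1,3-bisphosphoglycerate generated in-well by GAPDH (100nM final) in 100mM TEA pH 7.6, 5mM MgCl2, 0.01% Tween-20. After 60 minutes at room temperature, ATP was read by Kinase-Glo Plus luminescence end-point.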
# Pin1 inh: human Pin1 inhibition. Q13526. Pin1 FP peptide displacement, HiFluor488, 10 min. Potency, µM (top dose mostly 115 µM), inactives show top-dose activity, negative = inhibition, most hits filed as inhibitors. actives 0.009% (n = 390,000). AID 504891; active = well fitted inhibition curve with a large enough effect in the polarisation, with a control signal flat, not every such curve was filed as active; inconclusive = small, poorly fitted or top-dose-only effect, or effect the other way, or a change in a side signal; inactive = no such curve, though single readings can be large or run the other way; the % refers to the polarisation; also: potency is read from the fitted curve at half-maximal effect; % is scaled to controls: 0 for no effect and ±100 for the full control effect
# POLH inh: inhibitors of human DNA polymerase eta; Q9Y253; recombinant Pol eta, fluorescent DNA replication assay; Potency, µM (doses to about 114 µM), without a hit: at the highest dose activity change, negative = inhibition, actives largely listed as inhibitors; actives 1.2% (n = 390,000); also: potency is read from the fitted curve at half-maximal effect; % is scaled to controls: 0 for no effect and ±100 for the full control effect
#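 Fluorescent replication assay: 50 nM final substrate added after a 15 min room-temperature compound preincubation with 10 nM enzyme. Signal taken at 0 min and again at 10 min.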
# BAZ2B block: BAZ2B (human) inhibition. actives 4.4% (n = 360,000). AID 504333. Potency, µM (series often up to 114 µM), for inactives: at the top dose activity change, negative = inhibition, usual class: inhibitors. AlphaScreen BAZ2B-H3K14Ac peptide displacement; also: potency is read from the fitted curve at half-maximal effect; % is scaled to controls: 0 for no effect and ±100 for the full control effect; nearly all actives have a fitted effect of over 60% in size
#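 BAZ2B (50 nM) with biotin-H3(5-23)K14Ac peptide (50 nM) in PBS pH 7.4, 0.01% Tween-20, preformed 30 min, then compound 30 min at room temperature; top concentration 110uM. AlphaScreen streptavidin donor/nickel chelate acceptor beads (10 ug/mL final), 20 min dark, signal read.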
# PI4K2A inh: blocks human PI4K2A kinase activity; activity change, negative = inhibition, % at 76.9 µM; actives 0.13% (n = 420,000); purified PI4K2A, ADP-Glo luminescence, 1 h; active compounds read low; in the data active = activity change below about -50%; inconclusive = mostly about -30% to -49%;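 also: -100% = wells without enzyme as full effect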
#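 Compounds are screened against recombinant PI4K2A using PI as substrate and ATP, the latter dispensed at 300 microM. Reactions run one hour at ambient temperature before ADP-Glo detection; full inhibition defined by wells lacking enzyme.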
# JMJD2A Tudor: blocks the human JMJD2A Tudor domain; Potency, µM (series often up to 114 µM), for the others: at the top dose activity change, negative = inhibition, hits mostly inhibitors; AlphaScreen JMJD2A-Tudor / H3K4me3 peptide binding; AID 504339; actives 4.4% (n = 390,000); O75164; also: potency is read from the fitted curve at half-maximal effect; % is scaled to controls: 0 for no effect and ±100 for the full control effect; nearly all actives have a fitted effect of over 50% in size
# Target sequence (O75164 whole entry, looked up, the tested form may be a part): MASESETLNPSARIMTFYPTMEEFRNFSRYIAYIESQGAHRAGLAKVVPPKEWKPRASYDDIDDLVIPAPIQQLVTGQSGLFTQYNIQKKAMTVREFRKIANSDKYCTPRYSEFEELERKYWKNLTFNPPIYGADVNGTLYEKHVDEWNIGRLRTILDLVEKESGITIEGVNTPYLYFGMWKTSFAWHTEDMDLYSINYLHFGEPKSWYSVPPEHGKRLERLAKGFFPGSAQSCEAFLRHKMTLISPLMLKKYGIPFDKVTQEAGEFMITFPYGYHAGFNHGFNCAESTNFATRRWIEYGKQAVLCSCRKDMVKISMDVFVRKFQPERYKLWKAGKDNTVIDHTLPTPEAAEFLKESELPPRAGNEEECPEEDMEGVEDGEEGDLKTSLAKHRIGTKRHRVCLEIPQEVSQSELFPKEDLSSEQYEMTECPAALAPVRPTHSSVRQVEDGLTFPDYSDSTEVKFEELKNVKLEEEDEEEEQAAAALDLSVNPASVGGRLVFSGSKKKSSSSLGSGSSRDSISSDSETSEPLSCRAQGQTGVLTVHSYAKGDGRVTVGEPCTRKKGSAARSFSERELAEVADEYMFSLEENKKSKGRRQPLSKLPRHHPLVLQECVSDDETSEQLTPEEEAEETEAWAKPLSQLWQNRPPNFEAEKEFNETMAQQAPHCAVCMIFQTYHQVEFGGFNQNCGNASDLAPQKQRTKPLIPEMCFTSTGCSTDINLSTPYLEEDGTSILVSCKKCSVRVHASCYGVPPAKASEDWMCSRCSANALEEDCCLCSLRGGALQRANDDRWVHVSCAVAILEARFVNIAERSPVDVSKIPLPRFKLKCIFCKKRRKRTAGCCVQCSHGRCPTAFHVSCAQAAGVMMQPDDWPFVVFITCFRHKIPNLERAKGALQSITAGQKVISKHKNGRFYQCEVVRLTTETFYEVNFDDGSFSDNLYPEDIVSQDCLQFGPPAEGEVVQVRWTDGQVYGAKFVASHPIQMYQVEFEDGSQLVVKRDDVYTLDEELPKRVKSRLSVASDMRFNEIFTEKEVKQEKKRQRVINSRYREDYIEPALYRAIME
# G9a block: blocks human histone lysine methyltransferase G9a; Q96KQ7; G9a H3K9 monomethylation, AlphaScreen, 2 h; Potency, µM (top dose mostly 102 µM), for inactives: at the top dose activity, negative = inhibition, most hits filed as inhibitors; actives 8.8% (n = 350,000); also: potency is read from the fitted curve at half-maximal effect; % is scaled to controls: 0 for no effect and ±100 for the full control effect; nearly all actives have a fitted effect of over 75% in size
#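 Compounds were preincubated with 20 nM G9a for 15 min, after which biotinylated H3K9 peptide (500 nM) and SAM (20 uM) started a 2 h room-temperature reaction. Monomethylated product was quantified by antibody-based AlphaScreen chemiluminescence.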
# * = called active by the depositor; i = inactive; ? = inconclusive; . = no result given; & = joins results of further samples; [ ] = remark or other dose. Unless noted, calls follow the shape of the dose curve; as a rule, active = well fitted curve in the direction sought with a large enough effect; inconclusive = small, poorly fitted or top-dose-only effect, or another doubt; inactive = no such curve, though single readings can be large; an effect the other way counts as inactive or inconclusive. Some of the compounds tested (hit frequency here may not be typical).
Pin1 inh	PGK inhibitor	GLS inh	PI4K2A inh	BAZ2B block	G9a block	POLH inh	JMJD2A Tudor	HP1b binding inh	structure
0%	1%	5%	-2	?	7%[0.501 µM]	-8%	-13%	26%	COC(=O)[C@]1(C)CCC[C@@]2(C)C3CC[C@]4(OC(C)=O)C[C@@]3(CCC21)CC4=O (stereo partly drawn)
?	-5%	-1%	6	-4%	?	-5%	5%	79%[activator]	CN(C)CCNC(=O)c1cc2c(s1)-c1ccccc1OC2
2%	4%	-8%	6	.	36%	-16%	-7%	42%[activator]	CC(C)(C)c1ccc(OCC(=O)N/N=C/C2CC=CCC2)cc1 (stereo not drawn)
-5%	-9%	-13%	5&4	-26%	-6%[59 µM]	-13%	3%	34%	CC(=O)OCC(=O)[C@@]1(O)CC[C@H]2[C@@H]3CCC4=CC(=O)C=C[C@]4(C)[C@H]3[C@@H](O)C[C@@]21C
-10%	-17%	-16%	-17	22µM*	?	22µM*	79µM*	?	Cc1ccc(C)c(/C(O)=C2/C(=O)C(=O)N(CCN3CCOCC3)C2c2ccco2)c1 (stereo not drawn)
37%[activator]	-4%	-5%	-1	-26%	3%[12.7 µM]	-29%	-15%	11%	COc1ccc(/C=C2\CCCC3C2=NN(C(=O)c2scnc2C)C3c2ccc(OC)c(OC)c2)cc1OC (stereo not drawn)
-3%	8%	1%	-2	-10%	?	-11%	-8%	24%	CC1=C(C(=O)OCc2ccccc2)C(c2cccc(Cl)c2Cl)NC(=O)N1CCCCCC(=O)O (stereo not drawn)
-9%	4%	0%	-1	-9%	?	-11%	-1%	19%	COc1ccc(S(=O)(=O)N(C)c2ccc(C(=O)Nc3cccnc3)cc2)cc1OC
-6%	i	8%	0	56µM*	.	-7%	56µM*	-16%	CCc1ccc(Nc2n[n+](C)c(-c3ccncc3)s2)cc1
-1%	-4%	2%	-4	2%	20%[59 µM]	-8%	-15%	10%	CCCCCCn1c(CN2CCCCC2C)nc2c1c(=O)n(C)c(=O)n2C (stereo not drawn)
5%	-10%	0%	-1	6%	.	-6%	-2%	36%	CCN1C(=O)[C@H]2[C@@H](c3ccc(C)cc3)N3C(=O)N(c4cccc(F)c4)C(=O)[C@@]3(C)[C@H]2C1=O
0%	19%	3%	3	-17%	-1%	-17%	-11%	11%	COc1ccc(CNCCC(c2ccccc2)C2CCOC(C)(C)C2)cc1 (stereo not drawn)

# More structures.
Pin1 inh	PGK inhibitor	GLS inh	PI4K2A inh	BAZ2B block	G9a block	POLH inh	JMJD2A Tudor	HP1b binding inh	structure
-1%	0%	10%	-3	-34%[57.1 µM]	92%[activator][59 µM]	-20%	12%	26%	Cc1ccc2c(c1)/C(=N/OC(=O)c1ccc(F)cc1)CCS2
51%[activator]	-7%	2%	-1	0%	-3%[59 µM]	-18%	-16%	19%	O=C(c1ccc2c(=O)n(CCc3ccccc3)c(=O)[nH]c2c1)N1CCN(c2ccc(Cl)cc2)CC1
0%	0%	?	-1	18%	?	?	-32%[11.4 µM]	-9%	O=[N+]([O-])c1cccc2ncccc12
-1%	i	1%	-4	34%[activator]	?	-10%	-4%	20%	Cc1ccc(S(=O)(=O)N2CCCC2)cc1C(=O)NCC(C)(C)N1CCOCC1
1%	3%	1%	1	-5%	7.1µM*	-22%	-8%	47%[activator]	CCCCOc1ccc(Cl)cc1CSc1nncn1N
0%	-1%	1%	6	-39%	?	-11%	?	-5%	NCCNc1ccc([N+](=O)[O-])c(Sc2nc3ccccc3[nH]2)c1
2%	i	-1%	6	1%	.	0%	-20%	28%	COc1cccc(CNC(=O)CCC2CCCN(C(=O)c3ccc(OC)c(F)c3)C2)c1 (stereo not drawn)
-7%	?	4.5µM*	?	8.9µM*	7.1µM*	?	7.1µM*	10µM*	CCc1ccc(S(=O)(=O)/N=C2\C=C(Nc3ccc(O)cc3)C(=O)c3ccccc32)cc1
?	1%	11%	0	-21%	8%[59 µM]	-15%	-22%	44%[activator]	CCOc1ccc(C2c3c(-c4ccccc4O)n[nH]c3C(=O)N2Cc2cccnc2)cc1OC (stereo not drawn)
2%	-9%	-4%	-1	.	.	-24%	-3%	38%[activator]	CC1CC(=O)Nc2ccccc2N1C(=O)CSc1nnnn1C (stereo not drawn)
-6%	-7%	5%	7	-6%	50µM*	-17%	-18%	12%	Cc1onc(-c2ccccc2)c1C(=O)NC(=S)NNC(=O)c1cc(-c2ccc(F)cc2)n[nH]1
-5%	-13%	-1%	-5	5%	-5%[2.33 µM]	-17%	8%	20%	C/C(=N\O)c1ccc2c3ccccc3n(C)c2c1

# Further results follow.
Pin1 inh	PGK inhibitor	GLS inh	PI4K2A inh	BAZ2B block	G9a block	POLH inh	JMJD2A Tudor	HP1b binding inh	structure
7%	-1%	23%	-4	?	8.9µM*	-18%	?	0%	Cc1cc(OCCCCn2ccnc2)cc(C)c1Cl
6%	-4%	14µM*	-1	-24%	3.5µM*	-15%	5µM*	25µM*	CNc1n[nH]c(=S)s1
?	-1%	21%	-15	-30%	?	-7%	-29%	25%	O=C(O)c1ccccc1/C=N/Nc1ccc(S(=O)(=O)N2CCOCC2)cc1[N+](=O)[O-]
-6%	-1%	7%	-4	-12%	7%	-11%	-16%	-3%	O=C(NCc1ccccc1)C(c1ccccc1)N(C(=O)c1csnn1)C1CCCC1 (stereo not drawn)
5%	i	-1%	-1	2%	?	-18%	-6%	21%	CCCN(CC(=O)Nc1cc(Cl)ccc1Cl)C(=O)CN1C(=O)C2CCCCC2C1=O (stereo not drawn)
3%	-5%	6%	-1	3%	18%[59 µM]	-7%	-31%	11%	O=C(/C=C/c1cc([N+](=O)[O-])ccc1OC(F)F)Nc1cccc2ccccc12
6%	i	3%	2	-37%	7%[2.33 µM]	-24%	-27%	30%	Cc1ccc(NC(=O)COC(=O)Cc2c[nH]c3ccccc23)cc1C
-8%	-9%	-1%	4	-1%	-29%	-14%	-6%	43%[activator]	O=C(NCc1nc2ccccc2[nH]1)c1cccs1
0%	-4%	-24%	0	-1%	8%[59 µM]	-10%	-1%	32%	Cc1c(Cl)cccc1NC(=O)CC1SC(=NCC2CCCO2)NC1=O (stereo not drawn)
4%	-6%	13%	-10	-3%	-10%	-13%	-23%	24%	Cc1[nH]n(-c2ccc([N+](=O)[O-])cc2)c(=O)c1C=NCCc1c(C)[nH]c2ccccc12
-14%	1%	-1%	-3	7%	-9%[12.7 µM]	10%	-3%	13%	Cc1cnc(C(=O)Nc2ccccc2C(=O)N2CCOCC2)cn1
1%	1%	-5%	7	-1%	21%[59 µM]	-14%	-7%	10%	CC(C)NS(=O)(=O)c1ccc2c(c1)NCC2

# Complete entries, quoted from the list. Values in the order: Pin1 inh | PGK inhibitor | GLS inh | PI4K2A inh | BAZ2B block | G9a block | POLH inh | JMJD2A Tudor | HP1b binding inh
# Shown for `Cc1ccc(NC(=O)COC(=O)Cc2c[nH]c3ccccc23)cc1C` : 6% | i | 3% | 2 | -37% | 7%[2.33 µM] | -24% | -27% | 30%
# Shown for `Cc1cnc(C(=O)Nc2ccccc2C(=O)N2CCOCC2)cn1` : -14% | 1% | -1% | -3 | 7% | -9%[12.7 µM] | 10% | -3% | 13%
# Shown for `CCCN(CC(=O)Nc1cc(Cl)ccc1Cl)C(=O)CN1C(=O)C2CCCCC2C1=O` (stereo not drawn) : 5% | i | -1% | -1 | 2% | ? | -18% | -6% | 21%
# Shown for `CNc1n[nH]c(=S)s1` : 6% | -4% | 14µM* | -1 | -24% | 3.5µM* | -15% | 5µM* | 25µM*
# Shown for `O=C(O)c1ccccc1/C=N/Nc1ccc(S(=O)(=O)N2CCOCC2)cc1[N+](=O)[O-]` : ? | -1% | 21% | -15 | -30% | ? | -7% | -29% | 25%

# Remaining list, next part:
Pin1 inh	PGK inhibitor	GLS inh	PI4K2A inh	BAZ2B block	G9a block	POLH inh	JMJD2A Tudor	HP1b binding inh	structure
.	i	-6%	-7	.	.	-7%	.	.	CN(Cc1ccccc1)C(=O)CN1CCN(S(=O)(=O)c2ccccc2F)CC1
13%	-5%	1%	-1	.	.	-5%	-13%	2%	CCCCn1c(N)c(N(CCOC)C(=O)CN(C)CC(=O)Nc2ccc(Cl)c(Cl)c2)c(=O)[nH]c1=O
2%	7%	-1%	0	.	.	-17%	1%	53%[activator]	COc1ccc(-c2nnc(SCC(=O)N3CCCC3=O)n2N)cc1OC
-5%	-9%	0%	2	5%	11%	-4%	-11%	-1%	Cc1ccc(NC(=O)C(C)NC(=O)OCc2ccccc2)cc1C (stereo not drawn)
3%	-5%	-1%	-1	7%	17%[2.33 µM]	-13%	9%	26%	COc1ccc(CN2C(=O)c3ccccc3C2C(=O)NCC2CCCO2)c(OC)c1 (stereo not drawn)
0%	6%	9%	2	?	-14%	-24%	-9%	16%[57 µM]	CN(C)c1ccc(C(C(=O)NCC2CCCO2)N(Cc2ccco2)C(=O)c2snc(C(N)=O)c2N)cc1 (stereo not drawn)
1%	-1%	?	1	.	35µM*	-22%	40µM*	?	COc1ccc(N2CCN(C(=O)c3oc4ccccc4c3C)CC2)cc1
.	-1%	-12%	5	.	.	-6%	.	.	Cc1cccc(-n2cnc3cc(C(=O)NCC4CCCO4)ccc32)c1 (stereo not drawn)
-1%	-10%	-13%	7	-12%	-4%	-15%	-9%	8%	C/C(=N/Nc1ccccc1[N+](=O)[O-])c1ccc(C)c([N+](=O)[O-])c1
5%	i	-3%	-2	.	.	-1%	?	-13%	CN(N=O)c1ccc(C=C2C=Cc3ccccc32)cc1
-10%	4%	3%	2	1%	2%	-5%	1%	25%	Nc1nc(-c2ccccc2)c(-c2ccccc2)o1
-2%	1%	6%	6	2%	-5%	?	-6%	16%	CCOC(=O)N1CCN(C(=O)c2ccc3nc(N4CCCCC4)sc3c2)CC1

# Compound activity from PubChem BioAssay.
